# TIM10 inh: growth inhibitors of isogenic TIM10 control yeast, primary screen, counter-screen for tim10-1 yeast inhibitor project, luminescence, uHTS | inhibition, % at 10 µM | AID 463195, 2010 | S. cerevisiae TIM10 strain growth, BacTiter-Glo luminescence, 24 h | hit rate 1.4% among 330,000;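 active means inhibition of 40% or more at the single tested concentration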;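 further: wild-type TIM10 isogenic control strain grown at permissive 25 °C; 0% = DMSO yeast wells and 100% = minimal medium wells without yeast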
# A3G deaminase: APOBEC3G DNA deaminase inhibitors, primary screen, biochemical, fluorescence, single-stranded DNA substrate, uHTS | AID 493012, 2011 | inhibition, % at 20 µM | hit rate 0.28% among 330,000 | recombinant A3G, ssDNA deamination FAM/TAMRA fluorescence;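 active means inhibition of at least 40% at 20 µM, with no more than 30% in the related APOBEC3A deaminase screen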;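 further: plate controls were DMSO wells with A3G for no effect and wells lacking A3G enzyme for full effect; some compounds called inactive have numbers as strong as hits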
# Target sequence (Q9HC16 whole entry, looked up): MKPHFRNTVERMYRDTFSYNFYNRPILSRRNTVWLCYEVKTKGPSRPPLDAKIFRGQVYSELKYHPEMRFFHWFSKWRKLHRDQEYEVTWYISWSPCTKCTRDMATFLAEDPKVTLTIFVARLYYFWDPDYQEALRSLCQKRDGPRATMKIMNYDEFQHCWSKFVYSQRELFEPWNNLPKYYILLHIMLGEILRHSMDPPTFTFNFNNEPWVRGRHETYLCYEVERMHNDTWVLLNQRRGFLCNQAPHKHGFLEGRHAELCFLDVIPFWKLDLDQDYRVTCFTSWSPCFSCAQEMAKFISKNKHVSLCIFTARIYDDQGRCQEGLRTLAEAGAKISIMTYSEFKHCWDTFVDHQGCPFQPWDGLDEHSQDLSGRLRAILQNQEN
# mIAP activ: activators of mouse IAP, primary screen, biochemical, luminescence, uHTS | activation factor at 10 µM | intestinal alkaline phosphatase [Mus musculus] | muIAP, CDP-Star luminescence, 30 min; stronger effect = higher value; 1 = vehicle-only enzyme signal, 0 = enzyme-free wells | hit rate 0.24% among 330,000;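 active means activation factor of at least 2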; further: the source names both 10 and 20 µM as test concentration; values of inactives mirror those of a sister screen read the other way
#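 Assay system: mouse IAP enzyme / Compound: DMSO-dissolved test compounds / Timing: 30 min, room temperature / Measured by: luminescence from enzymatic CDP-Star hydrolysis / Control set: DMSO-only wells, enzyme-free buffer wells as negative control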
# mIAP block: inhibitors of mouse IAP, primary screen, biochemical, luminescence, uHTS; purified mouse IAP, CDP-Star luminescence, 30 min; inhibition, % at 10 µM; hit rate 0.2% among 330,000;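 active means inhibition of at least 40% at 10 µM in the primary screen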;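 further: plate controls were DMSO with enzyme for no effect and no enzyme wells for full effect; values of inactives mirror those of a sister screen read the other way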
# A3A deaminase: APOBEC3A ssDNA deaminase inhibitors, primary screen, selectivity assay for APOBEC3G inhibitor project, biochemical, FAM/TAMRA oligo cleavage fluorescence; AID 493011, 2011; inhibition, % at 20 µM; hit rate 0.41% among 330,000; recombinant A3A, FAM/TAMRA ssDNA deamination fluorescence;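 active means at least 40% inhibition at 20 µM here, with at most 30% in a related deaminase screen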;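 further: plate controls were A3A with DMSO for no effect and wells lacking A3A enzyme for full effect; some results filed as inactive read as strong as hits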
# tim10-1 inh: growth inhibitors of tim10-1 mutant yeast, primary screen, luminescence, uHTS; S. cerevisiae tim10-1 ts strain growth, BacTiter-Glo, 24 h; inhibition, % at 20 µM; hit rate 2.2% among 330,000; AID 463190, 2010;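 active means inhibition of at least 40%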;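 further: mutant grown at 25 °C; 0% = DMSO wells with yeast and 100% = wells holding no yeast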
# beta cell repl: inducers of MIN6 beta-cell proliferation, primary screen, ATP luminescence, uHTS | hit rate 0.29% among 330,000 | AID 2380, 2010 | MIN6 cells proliferation, ATPlite luminescence, 48 h; cells starved in 0.2% serum; 100% = growth in 10% serum | proliferation, % at 10 µM;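 active means compounds whose signal lies at least 3.5 SD above the mean of all wells on their plate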;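 further: 0% = DMSO-treated cells in low-serum medium and 100% = 10% serum control; some compounds called inactive have numbers as strong as hits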
# hIAP inh: human IAP inhibitors, primary screen, biochemical, luminescence, uHTS; purified IAP, CDP-Star luminescence, 30 min; hit rate 0.12% among 330,000; inhibition, % at 10 µM; Intestinal-type alkaline phosphatase (Homo sapiens), P09923; AID 2544, 2010;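 active means inhibition reaching a set limit with compound at 10 µM in the primary screen, cut at about 35% in these data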;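 further: plate controls were DMSO wells with enzyme for no effect and no-enzyme buffer wells for full effect; values of inactives mirror those of a sister screen read the other way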
# Target sequence (P09923 whole entry, looked up): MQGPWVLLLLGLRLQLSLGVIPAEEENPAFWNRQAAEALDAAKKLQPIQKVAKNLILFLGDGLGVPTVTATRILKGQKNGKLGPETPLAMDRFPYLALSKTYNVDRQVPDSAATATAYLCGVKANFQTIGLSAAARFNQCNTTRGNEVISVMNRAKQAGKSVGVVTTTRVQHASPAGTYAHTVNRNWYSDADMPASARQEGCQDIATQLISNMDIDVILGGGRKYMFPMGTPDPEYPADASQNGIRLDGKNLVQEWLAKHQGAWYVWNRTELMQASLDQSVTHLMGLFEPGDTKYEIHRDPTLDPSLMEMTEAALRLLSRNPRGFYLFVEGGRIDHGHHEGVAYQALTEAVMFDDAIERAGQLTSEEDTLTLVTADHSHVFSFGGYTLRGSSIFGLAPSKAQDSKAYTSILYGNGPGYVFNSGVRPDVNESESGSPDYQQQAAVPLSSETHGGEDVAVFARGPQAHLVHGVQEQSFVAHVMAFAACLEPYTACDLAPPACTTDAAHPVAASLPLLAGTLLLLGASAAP
# NALP3 yeast inh: NALP3 inflammasome inhibitors in reconstituted yeast, primary screen, luminescence, uHTS; hit rate 0.39% among 330,000; Yeast reconstituted NLRP3/ASC/caspase-1, beta-gal luminescence, 24 h; inhibition, % at 10 µM;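 active means inhibition of 50% or more; inactive means inhibition below 50%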;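 further: plate controls were induced DMSO wells for no effect and uninduced yeast grown without galactose for full effect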
# * = called active by the depositor. Compounds as they come, and some 4.6% of all compounds hit somewhere here.
SMILES,TIM10 inh,A3G deaminase,mIAP activ,mIAP block,A3A deaminase,tim10-1 inh,beta cell repl,hIAP inh,NALP3 yeast inh
Cc1cc(-c2ccc(S(=O)(=O)Nc3ccc(C#N)cc3)s2)on1,-3,-4,0.94,6,-3,5,1,-9,7
Cc1ccc(C2(O)CN(c3ccccc3)C3=[N+]2CCS3)cc1 (stereo not drawn),-2,-8,0.98,2,0,12,0,19,31
COc1ccc(OC)c(S(=O)(=O)N2CCN3CCCC3C2)c1 (stereo not drawn),-2,-8,1,0,-8,-2,-1,10,18
O=C(NC1CCCCC1)c1c2c(nc3ccccc13)CCC2,8,2,1,-4,17,-4,0,2,14
O=C(CNC(=O)C1COc2ccccc2O1)Nc1ccc(F)c(F)c1 (stereo not drawn),7,15,1,-4,3,-1,-2,9,-8
CCn1c(=O)[nH]c2cc(C(=O)N3CCN(c4ccccc4)CC3)ccc2c1=O,2,-3,0.91,9,1,13,-2,12,14
COc1ccc(/C=N/NC(=O)c2cc(C34CC5CC(CC(C5)C3)C4)[nH]n2)cc1OC,26,-8,1,-4,-3,28,-4,-5,8
O=c1[nH]n(-c2cccc(Cl)c2)c2ncccc12,25,0,1,-4,1,3,2,2,-4
CN(C)c1ccc(S(=O)(=O)c2ccc(Cl)cc2)cc1,8,1,1,0,3,10,-4,0,23
Cc1ccc(NC(=O)CCC(=O)N2CCOCC2)nc1,-2,-3,1,-4,0,-16,5,-8,18
CCC(C)[C@@H]1NC(=O)N(CCCN2CCCC2=O)C1=O (stereo partly drawn),7,-12,0.92,8,-2,-17,2,4,7
CCC(CC)c1nnc(NC(=O)CS(=O)(=O)c2ccccc2)s1,2,5,0.85,14,-5,-2,-2,0,15
CCOC(=O)C1(CCCc2ccccc2)CCN(C(=O)c2cc(C)nc(C)n2)CC1,1,-10,1.1,-14,-7,15,-2,-6,8
CC(C)(C)NC(=O)c1cccc(NC(=O)CSc2ccccc2)c1,6,-8,1.1,-5,1,8,0,1,11
O=C(NCc1ccc2c(c1)OCO2)C(=O)NCC1OCCN1S(=O)(=O)c1ccccc1 (stereo not drawn),-4,-10,1,-1,-2,5,9,-9,1
CCCCCn1cnc2sc(CC)cc2c1=O,2,-6,1.1,-8,-4,7,-2,-8,2
CCCCN1C(=S)NC[C@@H]1C(C)CC (stereo partly drawn),12,-9,0.93,7,-1,21,4,-5,-1
OCCNCc1cc(Br)ccc1OCc1ccc(Cl)cc1,8,-5,0.99,1,-2,27,-5,-9,22
COc1ccc(C(=O)Nc2oc(-c3ccccc3)c(-c3ccccc3)c2C#N)cc1OC,15,-5,0.81,20,-4,21,-3,-7,-72
COc1ccc(S(=O)(=O)N2CCCCC2)cc1NC(=O)CCNC(=O)c1ccc(Cl)cc1,-7,0,1.2,-18,12,6,2,-24,-5
COc1ccc(N2C(=S)NC(C)(C)CC2(C)c2ccc(OC(C)=O)cc2OC(C)=O)cc1 (stereo not drawn),-1,-10,1.2,-16,-8,0,-3,1,11
Cc1cc2c(NC(=O)Nc3ccc(C(C)(C)C)cc3)cccc2nn1,22,-7,0.95,5,1,0,-3,1,15
Cc1ccc(C(=O)Cc2nc3ccccc3[nH]2)cc1,15,-5,0.93,7,-3,16,-3,-35,24
CCOc1ccc(N2C(=O)CC(NC3CCN(C(=O)c4ccc(F)cc4)CC3)C2=O)cc1 (stereo not drawn),2,6,1.1,-8,4,10,-5,13,7
COc1ccccc1NC(=S)N1CCN(Cc2ccc3c(c2)OCO3)CC1,-14,-7,1.1,-7,3,-27,-2,10,11
COc1ccc(-c2nnc(NC(=O)c3ccc(F)cc3)o2)cc1,-9,1,0.83,17,1,9,-6,-4,19
CCc1nnc(NC(=O)c2sc3nc4c(cc3c2N)CCCCC4)s1,9,-12,1.1,-12,-4,-15,-4,-27,22
Cc1nn(-c2ccccc2)c2sc(C(=O)N3CCOCC3)cc12,21,0,1,0,-3,16,0,-6,10
O=C(NCCO)/C(=C\c1ccco1)NC(=O)c1ccco1,0,-7,1,-2,-5,-12,0,-24,-1
CC[C@@H](C)[C@@H](C(=O)N1CCN(C(=O)OC(C)(C)C)CC1)n1cc(CCC(=O)O)nn1,-2,-11,0.9,10,-2,-1,-2,12,-1
CN(CC(=O)Nc1ccccc1Cl)C(=O)COC(=O)c1ccc(C(F)(F)F)cc1,1,-2,1,-4,0,7,0,-12,12
Cc1cc(NC(=O)c2ccc(-c3ccccc3F)o2)no1,18,-2,1,-2,4,-11,1,15,22
CC(C)CC1NC(=O)c2ccccc2-n2c1nc1ccc(F)cc1c2=O (stereo not drawn),10,-7,1,0,-4,12,3,7,9
COCCCn1c(=O)c2sccc2n(Cc2ccccc2C)c1=O,20,-2,0.99,1,-8,17,-3,-16,-5
COc1cccc(NC(=O)C2CCC(CNS(=O)(=O)c3cccc4cccnc34)CC2)c1 (stereo not drawn),1,-9,1,-1,-5,-17,-5,8,2
Cn1c(-c2ccc(F)cc2)cnc1SCC(=O)Nc1ccccc1N1CCOCC1,14,0,1,-5,1,32,-2,0,3
Cc1ccc(C)c(OCC(=O)Nc2ccc3c(c2)OCO3)c1C,35,-6,0.9,10,-2,27,1,22,13
CC1CCCCC1NC(=O)CN1C(=O)COc2ccccc21 (stereo not drawn),2,-3,1.1,-7,1,-1,-2,-3,-21
COC(=O)Nc1nc2c(C)cccc2s1,-1,-1,0.99,1,-1,0,0,3,13
N#CCCN(C(=O)CSc1nc(-c2ccccc2)cn1N)c1ccc(F)cc1,2,-1,0.93,7,10,4,0,-9,5
Cc1[nH]n(-c2ccccc2)c(=O)c1/C=N\NC(=O)C1COc2ccccc2O1 (stereo not drawn),9,-5,0.98,2,-1,6,-5,-2,10
CCNc1ccc(C(=O)NN=C2CCCC2)cc1[N+](=O)[O-],-12,-1,0.96,4,2,-1,2,-5,14
CCC(C(=O)OC)(C(=O)OC)c1ccc([N+](=O)[O-])cc1,5,-8,1,-2,0,11,-1,10,-7
S=c1[nH]nc(-c2ccc3ccccc3n2)n1-c1ccc2c(c1)OCCO2,5,12,1,-5,-7,12,0,-8,8
CCOC(=O)C1CCN(C(=O)c2ccc3c(SCC(=O)O)c4c(nc3c2)CCCC4)CC1,12,-4,1,0,3,10,6,-7,9
CCOC(=O)N1CCN(S(=O)(=O)c2ccc(C)cc2)CC1,-15,-5,1,0,2,-31,-1,2,39
Cc1ccc(-c2n[nH]c(=S)n2-c2ccccc2)cc1,2,38,1,-2,2,6,-2,-14,2
O=C(NC1CCCc2c1cnn2-c1cc(F)cc(F)c1)c1ccccn1 (stereo not drawn),7,-5,1,0,10,27,-2,-10,17
COc1ccc(OC)c(NC(=O)CSc2nc3c(c(=O)n(C)c(=O)n3C)n2C)c1,0,-3,0.99,0,0,-2,0,22,16
Cc1ccc(SCc2nnc(N)s2)cc1,1,-5,1,0,0,-4,2,10,8
COC(=O)c1cccc(NC(=O)CCNC(=O)c2ccco2)c1,-12,-5,0.96,4,-3,-6,0,-2,-11
COc1ccc(NS(=O)(=O)c2cc3c4c(c2)CCN4C(=O)CC3)c(OC)c1,4,-6,0.96,4,0,-8,0,5,18
CS(=O)(=O)Nc1ccc(-c2cc(/C=C3\SC(N)=NC3=O)c[nH]c2=O)cc1,1,-3,0.92,8,2,-7,-3,4,4
CC(NC(=O)COc1cccnc1[N+](=O)[O-])c1ccc(F)cc1 (stereo not drawn),15,-13,0.95,5,-7,-2,3,4,8
CCn1nnnc1NCc1cccn1C,-5,-3,0.91,9,0,12,-5,7,-9
CN(CC(=O)Nc1c(Cl)cccc1Cl)C(=O)Cn1[nH]c(=O)c2ccccc2c1=O,6,-4,0.9,10,-4,-7,-5,12,5
Cc1cccc2[nH]c(SCC(=O)N3CCOCC3)nc12,4,-6,0.92,8,-2,14,0,3,-1
COc1ccc(CCNC(=O)C(=O)NCC2OCCN2S(=O)(=O)c2ccc(OC)cc2)cc1 (stereo not drawn),-1,-3,0.94,6,-2,10,-3,13,14

# Of the compounds above, 10 contain fluorine.
SMILES,TIM10 inh,A3G deaminase,mIAP activ,mIAP block,A3A deaminase,tim10-1 inh,beta cell repl,hIAP inh,NALP3 yeast inh
O=C(CNC(=O)C1COc2ccccc2O1)Nc1ccc(F)c(F)c1 (stereo not drawn),7,15,1,-4,3,-1,-2,9,-8
CCOc1ccc(N2C(=O)CC(NC3CCN(C(=O)c4ccc(F)cc4)CC3)C2=O)cc1 (stereo not drawn),2,6,1.1,-8,4,10,-5,13,7
COc1ccc(-c2nnc(NC(=O)c3ccc(F)cc3)o2)cc1,-9,1,0.83,17,1,9,-6,-4,19
CN(CC(=O)Nc1ccccc1Cl)C(=O)COC(=O)c1ccc(C(F)(F)F)cc1,1,-2,1,-4,0,7,0,-12,12
Cc1cc(NC(=O)c2ccc(-c3ccccc3F)o2)no1,18,-2,1,-2,4,-11,1,15,22
CC(C)CC1NC(=O)c2ccccc2-n2c1nc1ccc(F)cc1c2=O (stereo not drawn),10,-7,1,0,-4,12,3,7,9
Cn1c(-c2ccc(F)cc2)cnc1SCC(=O)Nc1ccccc1N1CCOCC1,14,0,1,-5,1,32,-2,0,3
N#CCCN(C(=O)CSc1nc(-c2ccccc2)cn1N)c1ccc(F)cc1,2,-1,0.93,7,10,4,0,-9,5
O=C(NC1CCCc2c1cnn2-c1cc(F)cc(F)c1)c1ccccn1 (stereo not drawn),7,-5,1,0,10,27,-2,-10,17
CC(NC(=O)COc1cccnc1[N+](=O)[O-])c1ccc(F)cc1 (stereo not drawn),15,-13,0.95,5,-7,-2,3,4,8
